MIN6 prolif: inducers of MIN6 beta-cell proliferation, primary screen, ATP luminescence, uHTS | MIN6 cells proliferation, ATPlite luminescence, 48 h; cells starved in 0.2% serum; 100% = growth in 10% serum | proliferation, % at 10 µM | 330,000 tested, 0.29% active | AID 2380, 2010;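 active = compounds whose signal lies at least 3.5 SD above the mean of all wells on their plate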;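 note: 0% = DMSO-treated cells in low-serum medium and 100% = 10% serum control; some compounds called inactive have numbers as strong as hits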
TIM10 inh: growth inhibitors of isogenic TIM10 control yeast, primary screen, counter-screen for tim10-1 yeast inhibitor project, luminescence, uHTS | S. cerevisiae TIM10 strain growth, BacTiter-Glo luminescence, 24 h | inhibition, % at 10 µM | 330,000 tested, 1.4% active | AID 463195, 2010;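 active = inhibition of 40% or more at the single tested concentration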;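 note: wild-type TIM10 isogenic control strain grown at permissive 25 °C; 0% = DMSO yeast wells and 100% = minimal medium wells without yeast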
NR3A LBD binder: binders of NR3A ligand-binding domain, primary screen, biophysical, differential scanning fluorimetry, uHTS; NR3A LBD differential scanning fluorimetry, Tm shift; 0% = protein alone, 100% = glycine-bound protein; 340,000 tested, 2.5% active; Glutamate receptor ionotropic, NMDA 3A (GRIN3A) ligand-binding domain; AID 1259313, 2017; Tm shift relative to glycine control, % at 25 µM;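 active = melting temperature shift of at least 10% of the positive control shift, at one fixed dose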
tim10-1 inh: growth inhibitors of tim10-1 mutant yeast, primary screen, luminescence, uHTS; S. cerevisiae tim10-1 ts strain growth, BacTiter-Glo, 24 h; inhibition, % at 20 µM; 330,000 tested, 2.2% active; AID 463190, 2010;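 active = inhibition of at least 40%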;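 note: mutant grown at 25 °C; 0% = DMSO wells with yeast and 100% = wells holding no yeast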
tim23-1 inh: growth inhibitors of tim23-1 mutant yeast, primary screen, luminescence, uHTS. AID 463212, 2010. inhibition, % at 20 µM. 330,000 tested, 1.3% active. S. cerevisiae tim23-1 growth, BacTiter-Glo luminescence, 24 h;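 active = growth inhibition of the mutant yeast at or above 50%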;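 note: temperature-sensitive mutant grown at 25 °C; plate controls were DMSO-treated mutant yeast for no effect and medium wells lacking yeast for full effect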
NLRP3 yeast inh: NALP3 inflammasome inhibitors in reconstituted yeast, primary screen, luminescence, uHTS. Yeast reconstituted NLRP3/ASC/caspase-1, beta-gal luminescence, 24 h. inhibition, % at 10 µM. 330,000 tested, 0.39% active;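 active = inhibition of 50% or more; inactive = inhibition below 50%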;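 note: plate controls were induced DMSO wells for no effect and uninduced yeast grown without galactose for full effect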
APJ agonist: agonists of human apelin receptor APJ, primary screen, CHO-K1 cells, PathHunter beta-arrestin, luminescence | 330,000 tested, 0.11% active | 0% DMSO wells, 100% apelin | P35414 | activation, % at 20 µM;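 active = activation more than six SD over the plate average, tested at 20 µM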;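 note: 0% = DMSO alone and 100% = apelin-13 at 10 nM; some results filed as inactive read as strong as hits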
Target sequence (P35414 whole entry, looked up): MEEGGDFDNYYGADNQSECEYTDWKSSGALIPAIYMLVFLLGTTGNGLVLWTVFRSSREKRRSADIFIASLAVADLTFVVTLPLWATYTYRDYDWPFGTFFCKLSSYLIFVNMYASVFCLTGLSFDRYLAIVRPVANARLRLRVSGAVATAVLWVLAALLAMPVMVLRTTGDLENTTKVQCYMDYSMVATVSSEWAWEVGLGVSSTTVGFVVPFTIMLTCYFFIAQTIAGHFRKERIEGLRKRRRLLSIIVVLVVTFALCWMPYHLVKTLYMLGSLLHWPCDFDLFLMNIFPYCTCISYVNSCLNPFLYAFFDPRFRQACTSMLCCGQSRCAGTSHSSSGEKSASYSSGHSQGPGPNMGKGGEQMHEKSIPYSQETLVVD
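Test system: CHO-K1 APJ beta-arrestin complementation cell line. Amount: cell density 1000 per well. Controls: DMSO negative, 10 nM Apelin-13 positive. Signal: luminescent beta-gal fragment complementation, chemiluminescent substrate. Read-out basis: agonist-driven arrestin binding to APJ. Timing: compound stimulation 90 min at 25 °C, detection 60 min.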
APJ antagonist: antagonists of human apelin receptor APJ, primary screen, CHO-K1 cells, beta-arrestin complementation, luminescence; P35414; 330,000 tested, 0.32% active; inhibition, % at 20 µM;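 active = inhibition above about 40% at 20 µM, limit read from the data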;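 note: cells challenged with 10 nM apelin-13 agonist together with compound; plate controls were apelin-13 plus DMSO wells for no effect and DMSO wells lacking apelin-13 for full effect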
MPTP block: mitochondrial permeability transition pore inhibitors, primary screen, biochemical, isolated mouse mitochondria, absorbance; Ca2+ swelling absorbance, 30 min; inhibition, % at 10 µM; 360,000 tested, 1.4% active; AID 602449, 2012;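 active = inhibition of 50% or more, scaled per plate between neutral and stimulator controls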;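 note: 0% = DMSO wells given calcium and 100% = 1 mM EGTA wells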
* hit, by the source's call; / = not tested or not shown.

The first 2 compounds (preview)
SMILES	MIN6 prolif	TIM10 inh	NR3A LBD binder	tim10-1 inh	tim23-1 inh	NLRP3 yeast inh	APJ agonist	APJ antagonist	MPTP block
Cc1ccc(NC(=O)COC(=O)CNC(=O)c2ccc(Br)cc2)c(C)c1	-3	-7	8	18	19	8	0	-7	3.9
CC(C)c1c(O)nc(SCc2ccc(F)cc2)[nH]c1=O	-3	8	-1	13	21	2	-4	19	-1.0

All compounds of this part, previewed entries included:
SMILES	MIN6 prolif	TIM10 inh	NR3A LBD binder	tim10-1 inh	tim23-1 inh	NLRP3 yeast inh	APJ agonist	APJ antagonist	MPTP block
Cc1ccc(NC(=O)COC(=O)CNC(=O)c2ccc(Br)cc2)c(C)c1	-3	-7	8	18	19	8	0	-7	3.9
CC(C)c1c(O)nc(SCc2ccc(F)cc2)[nH]c1=O	-3	8	-1	13	21	2	-4	19	-1.0
CC(=O)C1=C(C)NC2(O)c3ccccc3C(=O)C12O (stereo not drawn)	0	2	-3	8	7	1	-4	11	-0.6
Cc1ccc(C(=O)NNc2c3ccccc3nc3ccccc23)cc1	-1	7	-2	-21	15	33	0	25	21
CCOc1cc(/C=N/NC(=O)c2cccnc2)cc(Br)c1OCC(N)=O	-3	-3	-3	-2	5	16	-2	-40	-0.6
O=C(O)CSc1nnc(COc2cccc3ccccc23)n1Cc1ccccc1	-1	29	-2	3	2	-7	1	7	9.1
CCOc1ccc2[nH]c(C(=O)N/N=C/c3cccc(OC)c3OC)cc2c1	-3	21	-5	15	20	12	2	8	1.9
COC(=O)NCCOc1cc(C)ccc1C	1	1	4	-6	11	-18	-2	11	0.8
CC(NC(=O)COC(=O)C12CC3CC(CC(O)(C3)C1)C2)c1ccccc1 (stereo not drawn)	0	-6	-1	-1	0	4	-1	4	-1.0
COc1ccc(/C=C(/NC(=O)c2ccccc2)C(=O)Nc2cccc(C(=O)O)c2)cc1	-4	6	0	9	9	8	-7	-12	4.4
O=C(O)c1ccc(/C=N/NC(=S)NC2CCCCC2)cc1	-1	10	1	5	8	-7	-1	-11	-2.7
O=C(Oc1cc(=O)oc2ccccc12)c1ccco1	-2	-20	-1	10	4	-6	-1	4	1.7
C=CCn1c(COc2ccc(OC)cc2)nc2ccccc21	0	-14	0	0	27	34	-4	-13	0.0
COc1ccc2c(-c3ccc(OCCN4CCCCC4)cc3)c(-c3ccccc3OC)sc2c1	/	10	9	-42	1	/	/	/	0.8
CCSc1ncc(Cl)c(C(=O)Nc2ccc(S(=O)(=O)Nc3onc(C)c3C)cc2)n1	-2	9	-5	-5	2	9	1	18	-0.3
COc1ccc(C(=O)N2CCN(Cc3ccccc3C(F)(F)F)CC2)cc1	4	11	-1	15	38	12	-4	16	0.2
Cc1nc(C)c(-c2csc(Nc3ccc(F)cc3)n2)s1	-2	51*	15*	48*	45	-9	3	-1	0.7
COC(=O)C1=C(C)N(c2ccc(C)c(C)c2)/C(=C/c2ccc(O)cc2)C1=O	-6	25	0	17	6	14	-3	13	-0.9
Clc1ccc(-n2nnc(-c3cccnc3)n2)cc1Cl	-5	15	-1	15	7	4	-3	5	0.5
CS(=O)(=O)N1CCN(CC(=O)NC2CCCCC2)CC1	-4	-1	-2	9	6	25	-2	-8	-0.3
CSc1ncc(Cl)c(C(=O)Nc2cccnc2)n1	-5	0	-1	11	18	17	-3	-17	1.8
Cc1cc(NC(=O)c2sc(Nc3ccc(F)c(Cl)c3)nc2N)no1	-4	-6	23*	-7	-14	14	0	-12	-1.8
COc1ccc(Cc2nnc(NC(=O)C3CCCO3)s2)cc1OC (stereo not drawn)	-2	-5	1	18	4	6	2	8	0.1
COC(=O)c1cc(OC)c(OC)cc1NC(=S)Nc1cccc(Cl)c1	0	7	0	-10	-12	12	-4	7	91*
CC(=O)Nc1ccc(-c2nc3c(C)cccc3[nH]2)cc1	-4	6	9	-4	-2	9	1	12	-1.3
O=c1cc(N2CCN(c3ccccc3)CC2)[nH]c(=O)n1Cc1ccc(F)cc1	5	-11	-2	-7	-12	6	-7	-6	0.6
Cn1c(=O)c(=O)n(C)c2cc([N+](=O)[O-])c([N+](=O)[O-])cc21	-6	2	0	-3	5	13	3	-30	-0.3
CCOC(=O)Cc1csc(NC(=O)CSc2nnc(-c3ccc(OC)cc3)n2C)n1	-2	1	-3	13	3	4	2	-6	4.0
Cc1nnc(SC(C)C(=O)Nc2ccc(Cl)cn2)n1Cc1ccccc1 (stereo not drawn)	1	18	-2	17	19	4	-5	8	0.4
CCc1nccn1CCC(=O)N1CCCC(N2CCN(c3ccccc3C)CC2)C1 (stereo not drawn)	0	7	2	12	4	14	-1	-34	-1.1
O=C(NCCc1c[nH]c2ccccc12)OCCCCOC(=O)NCCc1c[nH]c2ccccc12	-6	2	10	-13	-3	15	14	-13	0.5
Cc1ccc(C(=O)N2CCN(C)CC2)cc1[N+](=O)[O-]	-3	-4	-3	1	-8	24	0	14	-0.5
c1ccc2c(c1)[nH]c1nc(SCCN3CCOCC3)nnc12	2	-1	2	10	17	2	9	7	-2.3
N/C(=N\OC(=O)Nc1cccc(C(F)(F)F)c1)c1ccno1	-1	1	-1	0	2	16	3	16	72*
CN(C)C(CNC(=O)CN1C(=O)NC2(CCCC2)C1=O)c1ccccc1 (stereo not drawn)	3	-9	1	-7	0	5	-1	-37	1.1
CC1CCC(NC(=O)c2cc3ccccc3cc2O)CC1 (stereo not drawn)	-8	-1	8	0	19	21	-3	-5	87*
O=C(O)/C=C\c1cccc(-n2cnnn2)c1	-2	9	0	7	-7	-12	-1	-7	-0.8
COc1ccc(OC)c(NC(=O)CNC(=O)c2cccs2)c1	-1	13	-3	13	0	-8	-1	-11	-0.5
O=C(N/N=C\c1cccs1)c1ccccc1-n1cccc1	0	0	-2	16	13	14	-2	-3	-0.8
O=C1C2ON(c3ccccc3)C(c3ccccc3F)C2C(=O)N1c1ccccc1 (stereo not drawn)	-1	2	-14	19	15	6	0	-9	3.9
COc1ccc(OC)c(-c2csc(NC(=O)Cc3ccc(OC)c(OC)c3)n2)c1	1	8	-8	12	16	28	-1	1	0.7
CCOc1ccccc1NC(=O)CNC(=O)N1CC(=O)Nc2ccccc21	-3	1	1	-3	-10	16	-2	14	-0.1
Cc1c(C)c2ccc(OC(C)C(=O)N3CC[C@@]4(O)CCCC[C@H]4C3)cc2oc1=O (stereo partly drawn)	-3	-6	-5	-2	-5	6	0	0	-1.4
Cc1ccsc1C1Nc2ccccc2-c2nc3ccccc3n21 (stereo not drawn)	0	54*	-46	51*	50	20	-1	-3	0.2
Cc1ccsc1C(=O)OCC(=O)N1CCN(c2ccccc2)CC1	3	-11	0	-3	10	15	-3	5	0.1
CCOc1ccc(C(c2nnnn2C(C)(C)C)N2CCN(C(=O)c3ccco3)CC2)cc1 (stereo not drawn)	0	-4	3	18	26	-7	1	-22	-0.1
Cc1nn(C)c(C)c1/C=C/C(=O)c1cccs1	2	1	0	20	10	18	-2	6	1.0
O=C(CSc1nnc(CNC(=O)c2cccs2)o1)Nc1ccc(Br)cc1	0	-13	-18	-1	-8	12	1	22	0.7
COc1ccccc1CC1CC(=O)N(c2ccccc2)C1=O (stereo not drawn)	0	-10	-2	2	9	16	-2	-5	-0.8
CC(c1ccc(F)cc1)n1c(Cn2ncc3ccccc3c2=O)n[nH]c1=S (stereo not drawn)	0	16	1	1	5	1	-1	7	-0.1

Continued (2 carried over from the part before).
SMILES	MIN6 prolif	TIM10 inh	NR3A LBD binder	tim10-1 inh	tim23-1 inh	NLRP3 yeast inh	APJ agonist	APJ antagonist	MPTP block
COc1ccccc1CC1CC(=O)N(c2ccccc2)C1=O (stereo not drawn)	0	-10	-2	2	9	16	-2	-5	-0.8
CC(c1ccc(F)cc1)n1c(Cn2ncc3ccccc3c2=O)n[nH]c1=S (stereo not drawn)	0	16	1	1	5	1	-1	7	-0.1
Cc1ccc(C)c(-n2cc(CNCCCn3cccn3)c(-c3ccccc3)n2)c1	-5	-1	1	-9	16	12	0	9	4.0
C=CCn1c(NCc2ccco2)nc2ccccc21	0	-5	-2	-4	-11	15	0	8	1.2
Cc1sc(NC(=O)c2ccccc2F)c(CN2CCCCC2)c1C	0	7	-3	-4	18	18	-2	14	4.4
c1ccc(-c2nnc(CN3CCN(C(c4ccccc4)c4ccccc4)CC3)o2)cc1	-5	8	2	8	21	-8	-1	-6	-0.4
COc1ccc(-n2nc(C(=O)NCC(=O)Nc3cc(OC)ccc3OC)c3ccccc3c2=O)cc1	0	-4	-2	25	24	-4	0	-23	-0.1
Cc1cc(C)n(-c2cc(C)c(C)cc2Br)n1	-1	-5	-3	7	15	11	6	13	-0.4
O=C(NCCc1ccccn1)C1CCCN(S(=O)(=O)Cc2ccccc2)C1 (stereo not drawn)	0	-9	0	8	-1	13	-6	9	-1.0
CCOC(=O)Cc1nnc(NC(=O)CSc2ccccc2)s1	-3	16	-9	18	26	1	0	-2	-0.5
C=CC[C@@H](CC(=O)N[C@@H](CO)Cc1ccccc1)C(=O)N[C@@H](COC(=O)[C@@H](CC=C)Cc1ccc(F)cc1)Cc1c[nH]c2ccccc12	-5	4	-385	9	8	-5	1	-9	-1.5
O=C(CC(C(=O)O)C1CCCO1)NCc1ccccc1 (stereo not drawn)	0	-17	2	17	4	12	-3	5	-2.6
CCCCC(=O)Nc1ccc(C(=O)NNC(=S)NC(=O)c2ccco2)cc1	-2	12	-5	12	0	10	-4	12	1.0
O=C(O)C1CN(c2nc(Cl)ccc2[N+](=O)[O-])C1	1	4	-1	1	2	3	-3	1	-0.9
O=Cc1cc2cc3c(cc2nc1Cl)OCCO3	-2	13	-1	15	73*	2	5	-5	/
Cc1cccc(NC(=S)NCC(c2cccnc2)N(C)C)c1 (stereo not drawn)	0	-16	2	4	14	16	1	3	0.0
O=S(=O)(Nc1cccnc1Cl)c1ccc(F)cc1	0	4	-1	28	17	9	2	13	-1.0
O=S(=O)(c1ccccc1F)N1CCN(CC(O)c2ccccc2)CC1 (stereo not drawn)	-2	7	0	8	20	12	-3	-4	-2.0
O=C(NCC1CCCO1)c1cc2ccccc2oc1=O (stereo not drawn)	4	95*	0	6	6	-15	-2	-2	0.5
O=C(OCC(=O)C12CC3CC(CC(C3)C1)C2)c1ccccn1	4	23	-1	22	34	-1	-8	15	-1.4
COC(=O)c1cc(NC(=O)c2cccnc2)ccc1N1CCOCC1	1	0	-2	3	-8	6	-2	15	-0.4
CC1=CC(C)(C)Nc2ccc(OC(=O)C(C)N3C(=O)c4ccccc4C3=O)cc21 (stereo not drawn)	-6	18	-1	30	33	27	-4	32	12
COc1ccc(N2CCN(C3CC(=O)NC3=O)CC2)cc1 (stereo not drawn)	-1	-5	-3	-1	11	10	-2	0	-1.4
CN(CC(=O)Nc1ccc(F)c(F)c1F)C(=O)c1ccc(-n2cncn2)cc1	-1	5	0	-8	10	2	-3	9	-1.8
O=c1c(Cl)c(NCCCO)cnn1-c1nc2ccccc2[nH]1	-4	-13	-1	-34	18	11	0	9	0.2

Compound activity as filed in PubChem BioAssay.
